Rad51 HR inh – human RAD51 strand exchange inhibitors, primary screen, biochemical, fluorescence | AID 1385, 2008 | inhibition, % at 10 µM | 200,000 compounds, 0.085% hits | hRad51 DNA strand exchange, fluorescence dequenching | DNA repair protein RAD51 homolog 1 (Homo sapiens), Q06609;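 active = inhibition above 40% at the single screening dose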;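 note: 0% = DMSO control wells and 100% = blanks with heterologous ssDNA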
Target sequence (Q06609 whole entry, looked up): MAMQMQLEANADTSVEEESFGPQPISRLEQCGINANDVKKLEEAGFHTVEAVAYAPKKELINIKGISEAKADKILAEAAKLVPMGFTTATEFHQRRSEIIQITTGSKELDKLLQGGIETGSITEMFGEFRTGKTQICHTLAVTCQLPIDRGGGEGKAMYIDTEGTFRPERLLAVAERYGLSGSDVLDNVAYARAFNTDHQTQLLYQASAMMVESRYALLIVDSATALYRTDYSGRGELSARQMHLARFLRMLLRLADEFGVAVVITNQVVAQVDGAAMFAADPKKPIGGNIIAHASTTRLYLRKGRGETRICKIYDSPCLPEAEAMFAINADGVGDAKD
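Material: human Rad51–ssDNA filaments; Probe or stimulus: labelled 47-mer dsDNA for strand exchange; Doses: single 10 µM dose; Incubation: 37 °C 15-min filament assembly, 30-min compound preincubation, 15-min exchange; Technique: FRET fluorescence dequenching, excitation 485 nm, emission 520 nm; Measure: Fluorescence-based percent inhibition, control- and blank-normalised; Benchmarks: plate control and blank wells.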
TNF necrop inh – inhibitors of TNF-alpha triggered necroptosis, primary screen, cell-based, Jurkat FADD-/-, single concentration. Jurkat FADD-/- TNF necroptosis rescue, ATP luminescence, 24 h; 0 = TNF only, 100 = no-TNF cells. activation (protection from cell death), % at 10 µM. 220,000 compounds, 0.068% hits. AID 463075, 2010;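 active = activation, meaning protection from cell death, of at least 50% relative to plate controls; inactive = activation below 50%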;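 note: necroptosis triggered by 40 ng/mL TNF-alpha added together with compound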
FXIa inh 1536 – human FXIa protease inhibitors, primary screen, biochemical, 1536-well; inhibition, % at 5 µM; AID 798, 2007; Coagulation factor XI (Homo sapiens), P03951; purified FXIa, Boc-Glu-Ala-Arg-AMC fluorogenic substrate; 220,000 compounds, 0.14% hits;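 active = inhibition of at least 40%; inactive = inhibition below 40%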;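 note: fluorescence of freed AMC excited at 355 nm; 0% = enzyme without compound and 100% = no enzyme blank; many of its hits are not listed in these tables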
KCC2 mod – KCC2 cotransporter modulators, thallium flux, primary screen, cell-based, HEK293 KCC2, FluoZin-2 fluorescence, MLSMR; AID 1456, 2008; B-score of Tl+ flux slope (higher = more flux/activation; lower = inhibition) at 10 µM; 190,000 compounds, 2.2% hits; Solute carrier family 12 member 5 (Homo sapiens), Q9H2X9; KCC2 cells, thallium flux FluoZin-2 fluorescence;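 active = thallium flux slope and its plate-corrected score both differing from the plate sample mean at a set confidence after two filtering rounds, in either direction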;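 note: slope of fluorescence scaled to starting intensity during 10 to 20 s after thallium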
FXIIa inh – human FXIIa protease inhibitors, primary screen, biochemical, 1536-well. Coagulation factor XII (Homo sapiens), P00748. purified FXIIa, Boc-QGR-AMC fluorogenic substrate, 2 h. inhibition, % at 5 µM. 220,000 compounds, 0.3% hits. AID 800, 2007; in the data active = inhibition above about 40%;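 note: 0% = enzyme with no compound and 100% = blank without enzyme; many of its hits are not listed in these tables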
Target sequence (P00748 20-372 limits assumed): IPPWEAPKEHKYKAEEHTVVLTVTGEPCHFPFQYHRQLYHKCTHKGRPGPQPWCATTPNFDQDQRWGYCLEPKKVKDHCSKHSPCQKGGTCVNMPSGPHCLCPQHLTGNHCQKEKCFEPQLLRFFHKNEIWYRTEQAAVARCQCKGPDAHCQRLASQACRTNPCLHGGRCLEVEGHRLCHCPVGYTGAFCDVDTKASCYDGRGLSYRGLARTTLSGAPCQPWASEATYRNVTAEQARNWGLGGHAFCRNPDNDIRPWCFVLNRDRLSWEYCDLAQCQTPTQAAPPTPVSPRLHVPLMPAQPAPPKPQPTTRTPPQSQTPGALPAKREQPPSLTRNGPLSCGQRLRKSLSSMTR
Target sequence (P00748 373-615 limits assumed): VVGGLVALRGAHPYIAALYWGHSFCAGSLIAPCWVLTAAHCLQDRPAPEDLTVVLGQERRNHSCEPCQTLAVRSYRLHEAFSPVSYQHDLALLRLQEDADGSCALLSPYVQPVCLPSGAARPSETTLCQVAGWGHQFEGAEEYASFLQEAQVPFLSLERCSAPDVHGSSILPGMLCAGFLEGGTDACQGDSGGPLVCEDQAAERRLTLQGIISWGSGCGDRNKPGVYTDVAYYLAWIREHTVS
Thrombin inh – human alpha-thrombin inhibitors, primary screen, counter-screen for coagulation protease inhibitor project, biochemical, 1536-well, fluorogenic AMC substrate; Prothrombin (Homo sapiens), P00734; Boc-VPR-AMC fluorogenic substrate cleavage; inhibition, % at 5 µM; 220,000 compounds, 0.26% hits;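 active = inhibition at or above 40%; inactive = inhibition below 40%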;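 note: 0% = enzyme with no compound and 100% = wells without enzyme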
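Test system: human alpha-thrombin protein / Dosing: one concentration per compound, 5 µM, with 0.2% DMSO / Medium: pH 7.5 Tris-saline with Tween 20 / Benchmarks: no-compound enzyme wells and no-enzyme blanks / Read-out basis: percent inhibition of thrombin substrate cleavage / Timing: reaction at room temperature / Measured by: fluorescence, ex 355 nm, em 460 nm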
zVAD death inh – inhibitors of zVAD-triggered necroptosis, primary screen, L929 cells; L929 zVAD necroptosis rescue, ATP luminescence, 24 h; with zVAD 60 µM; viability rescue, % at 10 µM; 220,000 compounds, 0.38% hits;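 active = activation, scaled between plate controls, above about 75%, limit read from the data; inactive = activation under that limit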;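 note: 0% = zVAD with DMSO and 100% = DMSO alone without zVAD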
KLK5 inh – human KLK5 protease inhibitors, primary screen, biochemical, 1536-well | Kallikrein-5 (Homo sapiens), Q9Y337 | recombinant hK5, fluorogenic AMC substrate cleavage | inhibition, % at 5 µM | 210,000 compounds, 0.59% hits | AID 873, 2007;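 active = inhibition of 40% or more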;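 note: 0% = enzyme controls without compound and 100% = no-enzyme blanks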
Hck Nef HTS – inhibitors of Nef-activated human Hck kinase, primary screen, biochemical, Z-Lyte FRET, 384-well, Hck-YEEI; AID 463187, 2010; Tyrosine-protein kinase HCK (Homo sapiens), P08631; inhibition, % at 20 µM; 220,000 compounds, 0.68% hits; Recombinant Hck-YEEI plus Nef, Z-Lyte FRET kinase assay;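 active = Hck-Nef kinase inhibition above about 50%, limit read from the data; inactive = inhibition below that limit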;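 note: 0% = DMSO with Hck plus Nef and 100% = Hck alone without Nef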
Active calls of the source: *; · = not tested or not shown.

SMILES | Rad51 HR inh | TNF necrop inh | FXIa inh 1536 | KCC2 mod | FXIIa inh | Thrombin inh | zVAD death inh | KLK5 inh | Hck Nef HTS
CC(C)CCNC(=O)c1ccc2c(SCC(=O)O)c3c(nc2c1)CCC3 | -18 | 2.7 | 4 | 0.15 | 5 | 2 | 1.6 | 4 | 18
Cc1cnc(C(=O)Nc2ccc(C(=O)N3CCCCC3)cc2)cn1 | · | -3.0 | -20 | 0.4 | 0 | 7 | 0.0 | -33 | 0
O=C(NCc1ccccn1)C1CC(c2ccccc2Cl)=NO1 (stereo not drawn) | -4 | 0.4 | 2 | -0.056 | 12 | -1 | -1.4 | 10 | 21
Cc1csc(N/N=C\c2cccnc2)n1 | 18 | 9.9 | -7 | 0.28 | 2 | -3 | 88* | -7 | 1
O=c1c([N+](=O)[O-])c[nH]c2ccccc12 | -2 | 1.7 | -3 | -0.85 | 0 | -7 | 0.7 | 9 | 1
CCNc1nc(NC(C)C)nc(NS(=O)(=O)c2ccc(Cl)cc2)n1 | -3 | 0.9 | -1 | · | -3 | 2 | 1.2 | 10 | 1
CCN(CC)C(=O)C1CCCN(c2ccc([N+](=O)[O-])cc2/C=N/NC(=O)c2ccc([N+](=O)[O-])cc2)C1 (stereo not drawn) | · | -3.1 | 3 | -1.2 | 10 | 4 | 0.4 | 8 | 8
CCn1c(SCc2nc3cc(OC)c(OC)cc3c(=O)[nH]2)nc2ccccc21 | 1 | 2.2 | -1 | -0.35 | · | 0 | 2.0 | 1 | -4
CCOC(=O)c1c(NC(=S)Nc2ccc(Cl)cc2)sc2c1CCN(C)C2 | -75 | 2.4 | 7 | 0.11 | 1 | 27 | 0.2 | 13 | 10
N#Cc1cccc(C#N)c1N1CCC(C#N)CC1 | -3 | -0.6 | -2 | 0.4 | 3 | -10 | 5.1 | -2 | 20

Entries above that have an aryl thioether with sulfur outside any ring:
SMILES | Rad51 HR inh | TNF necrop inh | FXIa inh 1536 | KCC2 mod | FXIIa inh | Thrombin inh | zVAD death inh | KLK5 inh | Hck Nef HTS
CC(C)CCNC(=O)c1ccc2c(SCC(=O)O)c3c(nc2c1)CCC3 | -18 | 2.7 | 4 | 0.15 | 5 | 2 | 1.6 | 4 | 18
CCn1c(SCc2nc3cc(OC)c(OC)cc3c(=O)[nH]2)nc2ccccc21 | 1 | 2.2 | -1 | -0.35 | · | 0 | 2.0 | 1 | -4

Single records (already shown):
`Cc1cnc(C(=O)Nc2ccc(C(=O)N3CCCCC3)cc2)cn1` in the list: Rad51 HR inh = ·; TNF necrop inh = -3.0; FXIa inh 1536 = -20; KCC2 mod = 0.4; FXIIa inh = 0; Thrombin inh = 7; zVAD death inh = 0.0; KLK5 inh = -33; Hck Nef HTS = 0
`Cc1csc(N/N=C\c2cccnc2)n1` in the list: Rad51 HR inh = 18; TNF necrop inh = 9.9; FXIa inh 1536 = -7; KCC2 mod = 0.28; FXIIa inh = 2; Thrombin inh = -3; zVAD death inh = 88*; KLK5 inh = -7; Hck Nef HTS = 1

Carrying on:
SMILES | Rad51 HR inh | TNF necrop inh | FXIa inh 1536 | KCC2 mod | FXIIa inh | Thrombin inh | zVAD death inh | KLK5 inh | Hck Nef HTS
CS(=O)(=O)N(CC(=O)NCCSc1ccccn1)c1ccc(F)cc1 | 26 | 0.4 | -4 | -0.47 | 2 | 2 | 1.6 | -5 | 18
Cc1cccnc1NC(=O)CCNS(=O)(=O)c1ccc2c(c1)c(=O)n(C)c(=O)n2C | 1 | 0.2 | -4 | -0.38 | 9 | 10 | 2.5 | -3 | 20
Cn1c(SCC(=O)OCc2ccccc2)nnc1-c1ccco1 | 5 | 0.4 | -2 | · | 11 | 4 | 0.8 | -4 | -1
CCOC(=O)N1CCN(c2nc3ccc(C(=O)c4ccccc4)cc3n3cnnc23)CC1 | -23 | -3.6 | 1 | -0.15 | 13 | 2 | 1.9 | 3 | 36
CCOc1ccc(-c2nc(-c3cccnc3)no2)cc1OCC | -1 | -0.3 | 9 | 1 | 22 | 3 | -0.3 | -4 | -1
Cc1ccc(-c2nc3ncccc3o2)cc1NC(=O)c1sc2ccccc2c1Cl | -6 | -4.6 | -1 | · | 16 | -2 | 0.1 | 4 | 1
CCN(CC)S(=O)(=O)c1cc(-c2nnc(-c3ccc(Br)cc3)o2)ccc1Cl | 2 | -2.6 | -3 | · | -3 | 3 | 2.6 | -19 | 1
CCN(C(=O)c1cc2cc(OC)ccc2oc1=O)c1ccccc1 | 5 | -1.2 | -1 | -0.0034 | 12 | 0 | 0.2 | -6 | 0
CCCCN(CC)S(=O)(=O)c1ccccc1 | 4 | -0.5 | -1 | 0.92 | 1 | -11 | 0.5 | -14 | -17
COc1ccc(-c2c3c(nc4sc(C(=O)Nc5cc(C)on5)c(N)c24)CCC3)cc1 | 2 | -0.3 | 5 | -0.01 | 15 | 3 | 0.2 | -16 | 16
Cc1cccc(-n2c(CNC(=O)COc3ccccc3)nnc2SCC(=O)Nc2nccs2)c1 | · | -4.8 | 9 | -0.43 | 14 | 2 | -0.1 | -11 | 6
CC(C)CCNC(=O)Cn1c(=O)oc2cc(S(=O)(=O)N3CC(C)CC(C)C3)ccc21 (stereo not drawn) | -1 | 1.7 | -6 | · | 3 | 3 | 0.5 | -1 | 1
Cn1c(Oc2ccc(Cl)c3cccnc23)nc2c1c(=O)n(Cc1ccccc1Cl)c(=O)n2C | 0 | -4.3 | -2 | -0.29 | -9 | 0 | 1.1 | -7 | 1
COc1ccccc1N(C)S(=O)(=O)c1ccc(C(=O)OCC(N)=O)cc1 | 17 | 1.4 | 0 | 2.7 | 11 | -3 | 0.2 | 1 | -1
O=C(CSc1ccc2nnc(-c3ccc(F)cc3)n2n1)NCc1ccco1 | 0 | -0.3 | 8 | -1.5 | 15 | 4 | -0.7 | -7 | 9
COCC(C)n1c(SCC(=O)NC(=O)Nc2ccc3c(c2)OCCO3)nc2ccccc2c1=O (stereo not drawn) | -2 | -1.3 | 3 | · | 14 | 4 | 1.8 | -4 | 6
Cc1ccc(NC(=O)c2ccc(CNS(=O)(=O)c3cccc(C(F)(F)F)c3)cc2)cc1 | -6 | 0.7 | 0 | 0.32 | 10 | 4 | -1.0 | -2 | 7
Clc1cc2c(cc1/C=N/Nc1nc(N3CCOCC3)nc(N3CCOCC3)n1)OCO2 | -14 | 0.8 | 3 | -2 | 9 | -1 | 27 | 4 | 25
COc1ccccc1-n1c(SCC(=O)OC(C)C)nc2cccnc21 | 26 | 1.1 | -4 | · | 7 | -7 | 0.7 | -5 | 23
COCCNC(=O)c1onc(CSc2ccc(C(C)C)cc2)c1C(=O)O | 7 | -0.5 | 1 | 0.04 | 7 | -10 | 0.5 | -34 | 1
CC(C)C1CC(CCN)(c2ccccc2)CCO1 (stereo not drawn) | 10 | 2.2 | 3 | -0.78 | 6 | 2 | 0.2 | 2 | 2
CCOc1ccc2[nH]c(=O)c(CN(CCCN3CCOCC3)Cc3nnnn3Cc3ccc(OC)cc3)cc2c1 | 21 | 3.0 | -5 | 0.14 | -2 | -14 | -1.5 | -1 | 18
CCOc1ccc(/C=N/OCC(=O)NCc2ccc3c(c2)OCO3)cc1OC | -4 | 1.8 | 4 | 0.95 | 11 | -9 | 0.3 | 2 | 3
CCOc1nnc(C)c2c(C)n(-c3cccc(Cl)c3)nc12 | -23 | -1.4 | 3 | -0.18 | 14 | 4 | 0.7 | 0 | 3
CC1Cc2ccccc2N1S(=O)(=O)c1cccc(C(=O)NCCCO)c1 (stereo not drawn) | 6 | -2.6 | 5 | -0.28 | 14 | -2 | 0.2 | -27 | 1
CCOc1ccc(NC2=NCCC(=O)N2Cc2cccs2)cc1 | -4 | -4.3 | 4 | 0.013 | 16 | 5 | 0.4 | -21 | 1
Cc1ccc2cc(CN(CC3CCCO3)C(=S)Nc3ccccc3)c(=O)[nH]c2c1C (stereo not drawn) | · | -3.4 | 10 | -2.1 | 14 | 3 | 1.3 | -5 | 1
COc1cccc(Nc2nnc(SCC(=O)Nc3sccc3C(N)=O)s2)c1 | -9 | -3.2 | 7 | -1 | 2 | -7 | 58 | -6 | 35
Cc1cc(NS(=O)(=O)c2ccc(NC(=O)COc3ccccc3C(C)C)cc2)no1 | 7 | -0.9 | -6 | -2.4 | 4 | -9 | -0.2 | -12 | 6
COc1ccc(Cl)cc1N1CCN(CCNC(=O)Nc2ccccc2C)CC1 | · | 6.6 | 4 | 0.13 | 4 | 3 | 0.4 | 2 | 7
Cc1ccc(CNC(=S)N(C)C)cc1 | -8 | 7.5 | 3 | -0.36 | 8 | -3 | 0.3 | 3 | 12
O=C(N/N=C/c1ccncc1)c1cc([N+](=O)[O-])cc([N+](=O)[O-])c1O | · | -2.4 | 6 | · | 18 | -4 | -0.4 | -50 | -1
Cc1ccc(S(=O)(=O)Nc2cc(C(C)C)c(O)cc2C)cc1 | 3 | -2.2 | -3 | -0.85 | 10 | -4 | 0.1 | 0 | -3
CNC(=S)N(CCc1c(C)[nH]c2ccc(Cl)cc12)Cc1cccs1 | 32 | -3.3 | -4 | 0.72 | 0 | -3 | 1.6 | -11 | 10
Cc1nnsc1NC(=O)OCc1ccc(C(F)(F)F)cc1 | 3 | -1.0 | 0 | · | -7 | -1 | -0.3 | -1 | 0
Cc1nn(-c2ccccc2)c(C)c1C(=O)OCC(=O)N1CCN(S(=O)(=O)c2ccccc2)CC1 | 2 | -2.6 | 6 | · | 1 | 10 | 0.5 | 9 | 1
Cc1ccc(-c2nc3[nH]c(=O)cc(NC(=O)c4cccs4)n3n2)cc1 | -2 | -2.7 | 1 | -0.97 | 5 | -4 | 1.5 | 2 | 12
O=c1c2cnn(-c3ccc(F)cc3)c2ncn1Cc1ccccc1 | 3 | 1.5 | 5 | 0.85 | 13 | -1 | · | -2 | 1
CCOC(=O)CNC(=S)N(Cc1cccs1)C1CCCCC1 | -9 | 0.2 | 5 | 0.83 | 9 | -2 | -0.2 | -12 | 1
Cc1nc2c(n1O)CCC/C2=N\O | 2 | 0.6 | -4 | 1.6 | 9 | -14 | 0.0 | -8 | -1

As entered above.
In FXIa inh 1536, O=C(N/N=C/c1ccncc1)c1cc([N+](=O)[O-])cc([N+](=O)[O-])c1O reads 6
In Rad51 HR inh, O=c1c2cnn(-c3ccc(F)cc3)c2ncn1Cc1ccccc1 reads 3

Screening results deposited in PubChem by several laboratories.

Only part of the results is shown (hit frequency here may not be typical).
